SNCA expr inhib = SNCA gene expression inhibition. HEK-293 SNCA-luciferase knock-in, luminescence, 24 h. Potency, µM (doses to about 57.2 µM), for the others: at the highest dose activity change, negative = inhibition, actives largely listed as inhibitors. 140,000 tested, 0.17% active;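 also: potency is read from the fitted curve at half-maximal effect; plate controls were DMSO cells for no effect and cell-free wells for full effect; nearly all actives have a fitted effect of over 45% in size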
GPT2 inhibitor = blocks human glutamate pyruvate transaminase 2 | 100,000 tested, 0.25% active | Recombinant GPT2, coupled pyruvate oxidase/HRP Amplex Red fluorescence | Potency, µM (highest dose often 57.7 µM), for inactives: at the top dose activity change, negative = inhibition, hits mostly inhibitors | AID 1671188 | Q8TD30; also: potency is read from the fitted curve at half-maximal effect; nearly all actives have a fitted effect of over 60% in size; many of its hits are not listed in these tables
Target sequence (Q8TD30 whole entry, looked up): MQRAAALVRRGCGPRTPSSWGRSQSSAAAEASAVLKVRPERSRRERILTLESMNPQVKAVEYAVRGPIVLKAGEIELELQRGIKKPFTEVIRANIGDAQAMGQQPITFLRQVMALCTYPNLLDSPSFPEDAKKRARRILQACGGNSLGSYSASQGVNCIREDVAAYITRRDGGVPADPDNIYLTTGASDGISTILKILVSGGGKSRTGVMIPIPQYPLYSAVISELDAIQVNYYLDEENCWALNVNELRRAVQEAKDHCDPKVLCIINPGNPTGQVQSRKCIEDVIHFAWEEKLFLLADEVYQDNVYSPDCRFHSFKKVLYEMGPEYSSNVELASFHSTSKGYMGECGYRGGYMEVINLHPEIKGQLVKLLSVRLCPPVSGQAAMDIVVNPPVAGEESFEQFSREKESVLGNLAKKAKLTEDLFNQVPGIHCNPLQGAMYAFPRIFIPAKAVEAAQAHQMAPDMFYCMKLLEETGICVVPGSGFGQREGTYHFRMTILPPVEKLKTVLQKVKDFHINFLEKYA
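GPT2 10ng/uL, a-KG 250uM, L-Ala 2mM, HEPES pH7.5 + 0.0001% Tween; 30 min RT. Then Amplex mix (PO/HRP/ThPP), 30 min RT dark, fluorescence. AOA 50uM used as positive control.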
IP6K1 inhibitor = inhibitors of human IP6K1; Q92551; IP6K1 kinase, ADP-Glo luminescence, 2 h; stronger effect = lower value; activity change, % (series mostly up to about 58 µM); 140,000 tested, 0.81% active; AID 1645851; in the data active = activity change below about -25%
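ADP-Glo luminescence measures ADP made by human IP6K1 during a 2 h RT reaction with ATP/IP6 (mix at 1.3 mM/130 uM); top library doses 57.5 and 19.1 uM final.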
HEK293 tox = kills HEK 293 cells. HEK 293 viability, ATP luminescence (CellTiter-Glo), 48-72 h. Potency, µM (highest dose often 115 µM), for the others: at the top dose activity change, negative = cytotoxicity, actives largely listed as inhibitors. 94,000 tested, 6.6% active; also: potency is read from the fitted curve at half-maximal effect; nearly all actives have a fitted effect of over 60% in size
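Pintool-delivered compounds were incubated with HEK 293 cells (250 cells/well) at 37 degree Celsius for 48 or 72 hr. ATP-dependent luminescence (CellTiter-Glo) then reported remaining viable cells.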
3T3 cytotox = NIH 3T3 cell cytotoxicity; Potency, µM (titrated, usually from 96.7 µM), for inactives: top-dose activity change, negative = cytotoxicity, usual class: inhibitors; 94,000 tested, 4.3% active; NIH 3T3 viability, CellTiter-Glo ATP luminescence, 48-72 h; also: potency is read from the fitted curve at half-maximal effect; nearly all actives have a fitted effect of over 55% in size
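Luminescent ATP readout (CellTiter-Glo, 10 min RT) after 48 or 72 hr compound exposure of NIH 3T3 cells seeded at 400 cells/well in 1536-well format; quantitative HTS.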
Luciferase inh = blocks purified firefly luciferase enzyme activity; P08659; purified P. pyralis luciferase, luminescence, biochemical; Potency, µM (series often up to 115 µM), inactives show top-dose activity change, negative = inhibition, hits mostly inhibitors; 76,000 tested, 2.5% active; AID 1347043; also: potency is read from the fitted curve at half-maximal effect; nearly all actives have a fitted effect of over 65% in size
Target sequence (P08659 whole entry, looked up): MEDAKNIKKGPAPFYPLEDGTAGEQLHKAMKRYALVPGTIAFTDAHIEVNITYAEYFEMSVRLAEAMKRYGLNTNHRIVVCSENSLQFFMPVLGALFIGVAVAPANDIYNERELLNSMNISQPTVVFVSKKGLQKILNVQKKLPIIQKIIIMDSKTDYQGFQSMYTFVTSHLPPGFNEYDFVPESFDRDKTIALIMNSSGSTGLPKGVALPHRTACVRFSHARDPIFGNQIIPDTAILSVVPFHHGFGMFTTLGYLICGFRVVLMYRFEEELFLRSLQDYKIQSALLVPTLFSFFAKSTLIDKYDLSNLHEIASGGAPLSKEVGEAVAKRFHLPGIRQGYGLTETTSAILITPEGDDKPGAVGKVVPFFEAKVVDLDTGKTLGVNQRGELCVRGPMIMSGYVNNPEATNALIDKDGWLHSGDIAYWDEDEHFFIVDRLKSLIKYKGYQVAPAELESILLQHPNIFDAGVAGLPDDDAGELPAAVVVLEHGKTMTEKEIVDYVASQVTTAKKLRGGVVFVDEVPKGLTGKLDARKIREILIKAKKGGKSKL
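Cell-free enzyme assay, 10nM P. pyralis luciferase, luciferin and ATP each at 10uM. Inhibition profiled over a 6-point titration, read as luminescence.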
SNCA viab count = counter-screen for SNCA expression inhibitors: cell viability; HEK-293-SNCA-luc viability, GF-AFC fluorescence, 24 h; Potency, µM (series often up to 57.1 µM), without a hit: top-dose activity change, negative = cytotoxicity, most hits filed as cytotoxic; 150,000 tested, 0.12% active;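 also: potency is read from the fitted curve at half-maximal effect; 0% = DMSO-treated cells and -100% = medium-only wells without cells; nearly all actives have a fitted effect of over 30% in size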
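HEK-293-SNCA-luc cells (1500/well) plated 24 h, then exposed 24 h to a dilution series; GF-AFC added 30 min at 37C, fluorescence 405/540 nm; normalised to medium-only and DMSO wells, Hill fit.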
Starred values were filed as active, the others as inactive; [ ] = remark or other dose. Unless noted, calls follow the shape of the dose curve; as a rule, active = well fitted curve in the direction sought with a large enough effect; inconclusive = small, poorly fitted or top-dose-only effect, or another doubt; inactive = no such curve, though single readings can be large; an effect the other way counts as inactive or inconclusive. Unless noted, % is scaled to controls: 0 for no effect and ±100 for the full control effect. Not all compounds are listed; rates above refer to the full screens.

Preview, 5 compounds:
Results for CCCC1=Nc2cc(C(=O)N3CCC(C)CC3)ccc2Sc2ccc(C)cc21 ?
SNCA expr inhib: 8%; IP6K1 inhibitor: -11; SNCA viab count: 7%

How did C=Cc1cccc(CN2CCCC3(CCNC3)C2)c1 (stereo not given) do in these assays?
SNCA expr inhib: -15%; GPT2 inhibitor: -3%; IP6K1 inhibitor: 8; HEK293 tox: inconclusive; 3T3 cytotox: inconclusive; Luciferase inh: -5%; SNCA viab count: -19%

How did O=C(O)C1(O)CCN(c2ncc(F)c(N3CCOCC3)n2)CC1 do in these assays?
SNCA expr inhib: 13%; GPT2 inhibitor: inconclusive; IP6K1 inhibitor: 16; HEK293 tox: -15%; 3T3 cytotox: -5%; Luciferase inh: -11%; SNCA viab count: 7%

Results for O=C(Nc1ccccc1F)N1CCCC(Cn2c(C3CC3)nc3cccnc32)C1 (stereo not given) ?
SNCA expr inhib: 8%; GPT2 inhibitor: 4%; IP6K1 inhibitor: -8; HEK293 tox: -17%; 3T3 cytotox: -14%; Luciferase inh: 4%; SNCA viab count: 3%

Results for CCc1ccc(NC(=O)CN2CCCN(Cc3cccc(Cl)c3)S2(=O)=O)cc1 ?
SNCA expr inhib: -6%; IP6K1 inhibitor: -14; SNCA viab count: -6%

Main list, previewed entries included:
Results for CCCC1=Nc2cc(C(=O)N3CCC(C)CC3)ccc2Sc2ccc(C)cc21 ?
SNCA expr inhib: 8%; IP6K1 inhibitor: -11; SNCA viab count: 7%

How did C=Cc1cccc(CN2CCCC3(CCNC3)C2)c1 (stereo not given) do in these assays?
SNCA expr inhib: -15%; GPT2 inhibitor: -3%; IP6K1 inhibitor: 8; HEK293 tox: inconclusive; 3T3 cytotox: inconclusive; Luciferase inh: -5%; SNCA viab count: -19%

How did O=C(O)C1(O)CCN(c2ncc(F)c(N3CCOCC3)n2)CC1 do in these assays?
SNCA expr inhib: 13%; GPT2 inhibitor: inconclusive; IP6K1 inhibitor: 16; HEK293 tox: -15%; 3T3 cytotox: -5%; Luciferase inh: -11%; SNCA viab count: 7%

Results for O=C(Nc1ccccc1F)N1CCCC(Cn2c(C3CC3)nc3cccnc32)C1 (stereo not given) ?
SNCA expr inhib: 8%; GPT2 inhibitor: 4%; IP6K1 inhibitor: -8; HEK293 tox: -17%; 3T3 cytotox: -14%; Luciferase inh: 4%; SNCA viab count: 3%

Results for CCc1ccc(NC(=O)CN2CCCN(Cc3cccc(Cl)c3)S2(=O)=O)cc1 ?
SNCA expr inhib: -6%; IP6K1 inhibitor: -14; SNCA viab count: -6%

How did Cc1ccc(C(=O)N2CCC(N3CCCCCC3=O)CC2)cc1 do in these assays?
SNCA expr inhib: -17%[87.6 µM]; GPT2 inhibitor: 1%[88.5 µM]; IP6K1 inhibitor: 21; HEK293 tox: -23%[172 µM]; 3T3 cytotox: -23%[138 µM]; Luciferase inh: -3%[172 µM]; SNCA viab count: -4%[87.6 µM]

Results for N#Cc1ccc(C(=O)N2CCC(n3cc(-c4nc(C5CC5)no4)nn3)C2)cc1 (stereo not given) ?
SNCA expr inhib: -4%; GPT2 inhibitor: inactive; IP6K1 inhibitor: 7; HEK293 tox: inconclusive; 3T3 cytotox: -24%; Luciferase inh: -4%; SNCA viab count: 3%

Results for COc1ccc(C(=O)N2CCC(c3nn(C)c(=O)n3-c3ccccc3)CC2)cc1 ?
SNCA expr inhib: 9%; GPT2 inhibitor: inactive; IP6K1 inhibitor: -6; HEK293 tox: inactive; 3T3 cytotox: 0%; SNCA viab count: 9%

How did O=C(NCc1cccc(Cl)c1)c1nc2sccn2c1-c1cccc(C(F)(F)F)c1 do in these assays?
SNCA expr inhib: -12%; GPT2 inhibitor: inactive; IP6K1 inhibitor: 7; HEK293 tox: inconclusive; 3T3 cytotox: inconclusive; SNCA viab count: -14%

What do the screens show for `Cc1ccc([S+](=O)([O-])N2CC3(Cc4ccccc4N([S+](C)(=O)[O-])C3)C2)cc1`?
SNCA expr inhib: 2%; GPT2 inhibitor: -4%; IP6K1 inhibitor: -6; HEK293 tox: inconclusive; 3T3 cytotox: -23%; Luciferase inh: 5%; SNCA viab count: -24%

What do the screens show for `O=C1CCC2(CCN(C(=O)c3cccs3)CC2)CN1CCc1ccncc1`?
SNCA expr inhib: -14%; GPT2 inhibitor: -2%[11.5 µM]; IP6K1 inhibitor: 9; HEK293 tox: inconclusive; 3T3 cytotox: -25%; Luciferase inh: 3%; SNCA viab count: 2%

How did Cc1ccccc1NC(=O)Cn1nc2c(cc1=O)CCCCC2 do in these assays?
SNCA expr inhib: 11%; GPT2 inhibitor: -2%; IP6K1 inhibitor: 17; HEK293 tox: 14%; 3T3 cytotox: 3%; Luciferase inh: -4%; SNCA viab count: 0%

How did O=C(c1ccccc1)N1CCc2cc(CNS(=O)(=O)c3ccccc3Cl)ccc21 do in these assays?
SNCA expr inhib: 15%; IP6K1 inhibitor: 11; SNCA viab count: -8%

How did COc1ccc(S(=O)(=O)N2C[C@@H](F)C[C@H]2C(=O)N2CCCCC2)cc1OC do in these assays?
SNCA expr inhib: 7%; GPT2 inhibitor: 1%; IP6K1 inhibitor: 0; HEK293 tox: -6%; 3T3 cytotox: -21%; Luciferase inh: 0%; SNCA viab count: -6%

What do the screens show for `O=C1N(c2ccccc2)c2ccccc2C12CCN(Cc1ccsc1)C2` (stereo not given)?
SNCA expr inhib: 0%; GPT2 inhibitor: inactive; IP6K1 inhibitor: -15; HEK293 tox: inconclusive; 3T3 cytotox: inconclusive; SNCA viab count: -9%

How did Cc1cc(C)c2c(=O)cc(C(=O)Nc3sc4c(c3C(=O)NCc3ccccc3)CCCC4)oc2c1 do in these assays?
SNCA expr inhib: -22%; IP6K1 inhibitor: 7; SNCA viab count: 4%

Results for COc1ccc(-c2ccc(C(=O)N[C@H](c3ccccn3)C3CC(O)C3)o2)cc1 (stereo not given in full) ?
SNCA expr inhib: 48%[activator]; GPT2 inhibitor: -13%; IP6K1 inhibitor: 1; HEK293 tox: 1%; 3T3 cytotox: -9%; Luciferase inh: -9%; SNCA viab count: 11%

What do the screens show for `Cc1noc(C)c1[S+](=O)([O-])N1CCCC(C(=O)N2CCC(N3CCCC3=O)CC2)C1` (stereo not given)?
SNCA expr inhib: -13%; GPT2 inhibitor: inactive; IP6K1 inhibitor: -2; HEK293 tox: -13%; 3T3 cytotox: -22%; SNCA viab count: 4%

How did Cc1ccc2c(=O)cc(C(=O)Nc3nc4ccc(Cl)cc4s3)oc2c1 do in these assays?
SNCA expr inhib: 12%; IP6K1 inhibitor: 4; SNCA viab count: 2%

What do the screens show for `O=C1N(C2CCCCC2)C[C@H]2CN(S(=O)(=O)c3ccccc3)CCN12`?
SNCA expr inhib: -5%[87.6 µM]; GPT2 inhibitor: 2%[88.5 µM]; IP6K1 inhibitor: -3; HEK293 tox: inconclusive; 3T3 cytotox: inconclusive; Luciferase inh: -4%[172 µM]; SNCA viab count: -1%[87.6 µM]

What do the screens show for `COc1ccc(NC(=O)CN2CCN(C3CCCCC3)C(=O)C2=O)cc1`?
SNCA expr inhib: 9%; IP6K1 inhibitor: -9; SNCA viab count: -2%

How did CCOC(=O)C1CCCN(Cc2cn3c(-c4ccc(Br)cc4)nnc3s2)C1 (stereo not given) do in these assays?
SNCA expr inhib: -12%; IP6K1 inhibitor: -9; SNCA viab count: -16%

Results for COc1cccc(N2CCN(Cc3nnc(-c4ccc5c(c4)OCO5)o3)CC2)c1 ?
SNCA expr inhib: 43%[activator]; IP6K1 inhibitor: 10; SNCA viab count: -2%

Results for Cc1cccc(-n2ccnc2SCC(=O)Nc2cccc3ccccc23)c1 ?
SNCA expr inhib: -6%; IP6K1 inhibitor: -11; SNCA viab count: -6%

What do the screens show for `COc1cc(NC(=O)N2CCCC(Cn3cnc4cccnc43)C2)cc(OC)c1` (stereo not given)?
SNCA expr inhib: -13%; GPT2 inhibitor: inactive; IP6K1 inhibitor: -9; HEK293 tox: -1%; 3T3 cytotox: -19%; Luciferase inh: 1%; SNCA viab count: 5%

What do the screens show for `C#CCNC(=O)C1CCCN(Cc2cccc(-c3ccsc3)c2)C1` (stereo not given)?
IP6K1 inhibitor: 2; HEK293 tox: inconclusive; 3T3 cytotox: inconclusive

How did Cc1nc2cccnc2n1CC1CCCN(S(=O)(=O)c2ccc3c(c2)OCCO3)C1 (stereo not given) do in these assays?
SNCA expr inhib: -19%; GPT2 inhibitor: inactive; IP6K1 inhibitor: 3; HEK293 tox: inconclusive; 3T3 cytotox: inconclusive; Luciferase inh: 1%; SNCA viab count: -23%

How did CCOc1cc(C2c3c(-c4ccccc4O)n[nH]c3C(=O)N2Cc2cccnc2)ccc1O (stereo not given) do in these assays?
SNCA expr inhib: 54%[activator]; IP6K1 inhibitor: 7; SNCA viab count: -29%

What do the screens show for `CN(C/C=C/c1ccccc1)Cc1cccc2ccccc12`?
SNCA expr inhib: 29%[25.6 µM]; GPT2 inhibitor: inactive; IP6K1 inhibitor: 9; SNCA viab count: -5%[23.9 µM]

Results for Cc1ccc(CN2CCC(CNc3ncnc4onc(-c5ccc(Cl)cc5)c34)CC2)cc1 ?
SNCA expr inhib: -1%; IP6K1 inhibitor: 5; SNCA viab count: 14%

Results for COc1ccccc1NC(=O)C1=C(C)Nc2nc(SCc3ccccc3)nn2C1c1ccncc1 (stereo not given) ?
SNCA expr inhib: -1%; IP6K1 inhibitor: 14; SNCA viab count: -3%

What do the screens show for `COCCCn1c(=N)c(S(=O)(=O)c2ccccc2)cc2c(=O)n3cc(C)ccc3nc21`?
SNCA expr inhib: 35%[activator]; IP6K1 inhibitor: 4; SNCA viab count: inconclusive

Results for COc1ccccc1-c1nc2nccc(-c3ccco3)n2n1 ?
SNCA expr inhib: 11%; GPT2 inhibitor: -3%; IP6K1 inhibitor: -9; HEK293 tox: 4%; 3T3 cytotox: -15%; Luciferase inh: inconclusive; SNCA viab count: -4%

Results for COc1ccc(-c2nn(-c3ccccc3)cc2CN2CCN(C)C(C)C2)c(F)c1 (stereo not given) ?
SNCA expr inhib: 29%; GPT2 inhibitor: inactive; IP6K1 inhibitor: -5; HEK293 tox: inconclusive; 3T3 cytotox: inconclusive; Luciferase inh: -14%; SNCA viab count: -1%

Results for Cc1nn2c(C)c(C(=O)NCc3ccc(OC(C)C)cc3)cnc2c1-c1ccc(F)cc1 ?
SNCA expr inhib: 8%; IP6K1 inhibitor: 1; SNCA viab count: 2%

Results for O=[S+]([O-])(N[C@@H]1C[C@@H]2CO[C@H](c3ccccc3)C[C@@H]2C1)c1ccc(Cl)cc1 ?
IP6K1 inhibitor: 13; HEK293 tox: inconclusive; 3T3 cytotox: inconclusive
